Bioassay records (PubChem)
H9c2 protect = protects H9c2 cardiomyocytes from peroxide injury; H2O2 injury protection, ATPLite, 2 h; protection from H2O2 cell death, % at 20 µM; 360,000 tested, 0.63% active; AID 588492;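 active = compounds giving at least 50% protection of heart cells from peroxide-induced death in the single-dose screen, raw or plate-pattern-corrected value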;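 note: 0% = DMSO wells with peroxide and 100% = DMSO wells without peroxide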
ABCB6 inh 2 = blocks the human ABCB6 transporter; Q9NP58; K562-ABCB6 porphyrin accumulation, flow cytometry, 1 h; stronger effect = lower value; fluorescence ratio to DMSO, % at 10 µM; 360,000 tested, 0.19% active; AID 602162;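 active = fluorescence ratio to DMSO below 75%, the collection mean minus 3 SD; inconclusive = too few cells collected in the well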;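 note: signal is porphyrin accumulated inside mitochondria; 100% equals median channel fluorescence of DMSO control wells; lower ratio means ABCB6 inhibition with less porphyrin fluorescence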
CaV13 FRET inh = Disruptors of the CACNA1D IQ motif to Ca2+-dependent inactivation inhibitor domain association, primary screening, Förster resonance energy transfer in intact living …; inhibition, % at 12.3 µM; HEK cells, CFP/YFP FRET ICDI-IQ, plate reader, 10 min; percent FRET-ratio fall versus neutral wells; 340,000 tested, 0.098% active; AID 743397;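 active = mean replicate inhibition of at least 30% and at least 1% of replicates passing that level; inconclusive = only one of the two criteria is met; inactive = neither criterion is met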;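 note: 0% = median of the neutral control wells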
N-glyco inh = blocks N-linked glycosylation in D54 reporter cells; D54 ERlucT glycosylation luciferase reporter, 24 h; percent of 100 nM tunicamycin response; reporter increase, % at 12.5 µM; 360,000 tested, 0.23% active;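 active = mean luciferase reporter signal, scaled so untreated is 0 and the glycosylation-blocking control 100, at or above a set limit in every replicate; inconclusive = mean reaches the limit but not every replicate does; inactive = mean below the limit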;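 note: luciferase carries N-glycosylation sites so blocking glycosylation raises the light; 0% = median of neutral control wells and 100% = median of 100 nM tunicamycin wells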
PDI turbidity = blocks human protein disulfide isomerase activity; PDI insulin aggregation turbidity, A650, 90 min; P07237; inhibition, % at 10 µM; AID 588391; 350,000 tested, 0.052% active;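 active = mean inhibition across replicates of 30% or more, whatever share of single replicates reach that level; inconclusive = mean inhibition below 30% while every single replicate reaches 30%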;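 note: absorbance from insulin aggregation driven by PDI reduction with DTT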
Target sequence (P07237 whole entry, looked up): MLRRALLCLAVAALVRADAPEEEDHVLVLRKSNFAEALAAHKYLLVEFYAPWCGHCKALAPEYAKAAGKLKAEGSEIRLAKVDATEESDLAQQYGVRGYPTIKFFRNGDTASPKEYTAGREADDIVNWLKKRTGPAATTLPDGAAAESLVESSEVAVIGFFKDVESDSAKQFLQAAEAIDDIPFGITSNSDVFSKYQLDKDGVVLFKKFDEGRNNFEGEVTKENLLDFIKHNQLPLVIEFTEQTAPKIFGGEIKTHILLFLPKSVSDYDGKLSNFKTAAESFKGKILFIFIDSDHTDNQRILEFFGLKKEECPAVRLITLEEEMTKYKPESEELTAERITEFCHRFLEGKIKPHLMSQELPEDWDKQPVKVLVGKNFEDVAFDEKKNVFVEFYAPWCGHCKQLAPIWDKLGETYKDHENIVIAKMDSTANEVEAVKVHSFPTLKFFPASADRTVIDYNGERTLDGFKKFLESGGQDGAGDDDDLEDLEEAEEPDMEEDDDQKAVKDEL
HTR2A ag = activates the mouse 5-HT2A serotonin receptor | 360,000 tested, 0.66% active | P35363 | CHO-K1 mHTR2A beta-arrestin complementation, luminescence; percent of 30 µM serotonin response | AID 624169 | activation, % at 7.6 µM;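 active = activation above a run cutoff, the mean activation of all tested compounds plus 3 SD, cut at about 14% in these data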;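 note: 0% = plate median of compound wells and 100% = 30 µM serotonin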
Target sequence (P35363 whole entry, looked up): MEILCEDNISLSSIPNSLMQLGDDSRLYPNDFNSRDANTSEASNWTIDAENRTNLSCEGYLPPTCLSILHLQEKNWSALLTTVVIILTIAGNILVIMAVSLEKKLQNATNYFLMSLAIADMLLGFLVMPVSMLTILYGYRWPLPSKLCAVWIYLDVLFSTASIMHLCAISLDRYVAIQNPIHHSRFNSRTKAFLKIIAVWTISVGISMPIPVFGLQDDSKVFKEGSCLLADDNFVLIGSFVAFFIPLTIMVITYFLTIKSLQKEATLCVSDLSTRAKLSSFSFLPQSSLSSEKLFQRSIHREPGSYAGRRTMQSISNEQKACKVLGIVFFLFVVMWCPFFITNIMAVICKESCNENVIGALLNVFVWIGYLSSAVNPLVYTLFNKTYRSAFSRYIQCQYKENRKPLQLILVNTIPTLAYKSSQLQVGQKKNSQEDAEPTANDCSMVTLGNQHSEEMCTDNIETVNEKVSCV
aDG glyco act = increases alpha dystroglycan glycosylation | 360,000 tested, 0.22% active | Pro5-aDG cells, alpha-DG glycosylation AlphaScreen (IIH6); 0% Pro5, 100% B10-LARGE cell signal | activation, % at 10 µM;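 active = activation of at least 8% versus controls, or a plate z-score of at least 8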;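 note: Pro5 are CHO cells carrying HIG-tagged alpha-DG that lacks glycosylation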
iPSC survival up = hiPSC single-cell survival enhancement | ATPlite luminescence; 100% = ROCK inhibitor wells, 0% = DMSO | survival enhancement, % at 20 µM | 360,000 tested, 0.044% active | AID 602274; in the data active = survival enhancement above about 18%;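 note: cells exposed to compounds for 16 hours before the ATP read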
Vif inh = inhibitors of HIV Vif. AID 602346. inhibition, % at 7.49 µM. 340,000 tested, 0.35% active. HEK293T cells, Vif self-association by quenched fluorescence, imaging, 24 h; in the data active = inhibition above about 50%, passing the limit was not always enough; inconclusive = no clear call, values can overlap the other calls; inactive = below about 31%; note: some results filed as inactive read as strong as hits
Exocytosis inh = blocks lytic granule exocytosis; TALL-104 LAMP-1 surface exposure, flow cytometry; cells stimulated with thapsigargin and PMA; inhibition, % at 10 µM; 360,000 tested, 0.66% active; AID 651702;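 active = inhibition above about 55%, limit read from the data; inconclusive = no clear call, values can overlap the other calls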
Active calls of the source: *; ? = inconclusive; . = not tested or not shown; & = joins results of further samples.

SMILES | H9c2 protect | ABCB6 inh 2 | CaV13 FRET inh | N-glyco inh | PDI turbidity | HTR2A ag | aDG glyco act | iPSC survival up | Vif inh | Exocytosis inh
C/C(N)=C(/C#N)C(=O)COC(=O)c1cc(C)n(-c2ccc(F)cc2)c1C | -8&-16 | 94&83 | -6 | -11&-7 | 12&9 | 1&-2 | -0.2&0.0 | -1.3&1.3 | -2&-8 | 1&0
COc1ccc(C2=NN(CCC(=O)NC3CCCCC3C)C(=O)CC2)cc1 (stereo not given) | -2 | 98 | -5 | -1 | 0 | -4 | 0.0 | 2.2 | 10 | 6
CC1CC(O)C2C3(C)CCCC2(COC3=O)C12CCC1(CCOC1=O)O2 (stereo not given) | 4 | 107 | . | 1 | . | 7 | 0.4 | -1.8 | -5 | -1
O=C1CCCN1CCC1CCN(C2CC(=O)N(Cc3ccc(N4CCCC4=O)cc3)C2=O)CC1 (stereo not given) | -8 | 91 | -9 | -1 | -3 | -1 | -0.3 | -0.6 | -7 | -2
C[C@@H]1CN([C@@H](C)CO)C(=O)CCCn2nncc2CO[C@H]1CN(C)C(=O)CCC(F)(F)F | 5 | 104 | -5 | 1 | -3 | -3 | 0.2 | -1.5 | . | 1
Cc1cccc(N2CC(C(=O)NCc3ccco3)CC2=O)c1C (stereo not given) | 1 | 97 | -3 | 0 | 6 | -7 | 0.2 | -0.2 | 11 | -2
O=S1(=O)CCN(C(CCO)c2cccc(C(F)(F)F)c2)CC1 (stereo not given) | 7 | 97 | 1 | 0 | -4 | 0 | 0.0 | 2.3 | 20 | -2
CCCOc1ccc(S(=O)(=O)NCCCN2CCOCC2)c2ccccc12 | -15 | 109 | -5 | -1 | 11 | -6 | 0.2 | -0.8 | -3 | -21
O=C(CSc1cccc[n+]1[O-])c1ccccc1Br | -7 | 88 | 4 | 3 | -4 | 7 | 1.6 | 0.0 | -2 | 3
Cc1ccc(S(=O)(=O)NN=C2C(=O)C3CCC2C3Cl)cc1 (stereo not given) | -15 | 91 | -6 | 1 | -1 | 3 | 0.0 | -1.6 | 3 | -5
O=C(Nc1ccc(C(=O)N2CCCCC2)cc1)C1CCCC1 | 11 | 97 | -3 | 0 | -11 | 0 | -0.2 | -1.5 | . | -3
CCNc1nnc(CSc2nc3ccccc3s2)s1 | -6 | 97 | -6 | -3 | -1 | 14 | 0.0 | 4.2 | -5 | 0
COC(=O)c1ccc(NC(=O)CSc2nnc(C(C)NC(=O)c3ccccc3Cl)n2C)cc1 (stereo not given) | 6 | 91 | . | -1 | -6 | 0 | 0.0 | 0.0 | 0 | 1
CCN(CC)CCOCCOc1ccccc1F | -4 | 100 | -8 | 0 | -5 | 1 | 0.0 | -1.8 | -1 | 0
O=C(CSc1nnc2ccc(-c3cccnc3)nn12)Nc1ccc(F)cc1 | 6 | 99 | -3 | 1 | 2 | -3 | 0.1 | -0.3 | 13 | 12
Cn1cc(S(=O)(=O)N2CCNCC2)cc1C(N)=O | 1 | 102 | -6 | 1 | 2 | 6 | 0.0 | -0.5 | -3 | -1
O=C(N[C@H]1C/C=C\C[C@H](CC(=O)N(CCO)Cc2ccccc2)C(=O)N[C@H](Cc2c[nH]c3ccccc23)COC1=O)OCC1c2ccccc2-c2ccccc21 | 4 | 95 | -4 | -1 | 7 | 0 | -0.3 | 0.2 | -7 | -1
CCN1CCN(C(c2cccs2)C(C)NS(=O)(=O)c2ccc(C)cc2)CC1 (stereo not given) | 12 | 102 | 11 | -3 | -10 | 0 | 0.0 | 1.8 | 0 | 4
CCOC(=O)N1CCN(C2CC(=O)N(c3ccc(C)cc3)C2=O)CC1 (stereo not given) | 3 | 102 | . | 2 | -11 | -1 | -0.2 | 0.7 | 3 | 1
C=CCNC(=O)c1onc(CSc2ccccc2C)c1C(=O)O | 2 | 100 | -4 | 0 | 5 | 2 | -0.4 | 5.5 | 3 | -6
O=C(O)CCCCCN1C(=O)CCC1=O | -5 | 93 | . | 0 | 4 | -4 | -0.2 | -2.9 | -6 | -2
O=C(c1ccco1)N1CCN(Cc2c(F)cccc2Cl)CC1 | -7 | 100 | -4 | -3 | -5 | 10 | 0.0 | -0.1 | ? | 6
Cc1cc(C)cc(OCC(=O)NCc2nc(-c3ccccc3)no2)c1 | -6 | 102 | -9 | 3 | 1 | 0 | 0.2 | -0.9 | 12 | -2
Cc1ccc(F)cc1CNC(=O)C1CCC(=O)N(CCCN2CCCC2=O)C1 (stereo not given) | 0 | 95 | -6 | 2 | 0 | 1 | 0.1 | 1.9 | 4 | -10
CN(C(=O)CSc1nnc(C(F)(F)F)n1C)c1c(N)n(Cc2ccccc2)c(=O)[nH]c1=O | 4 | 99 | -6 | 2 | -64 | 1 | 0.1 | 2.8 | -3 | 1
(list continues)
SMILES | H9c2 protect | ABCB6 inh 2 | CaV13 FRET inh | N-glyco inh | PDI turbidity | HTR2A ag | aDG glyco act | iPSC survival up | Vif inh | Exocytosis inh
O=C(c1cccs1)N(c1ccc(Br)cc1)C1C=CS(=O)(=O)C1 (stereo not given) | -2 | 96 | -7 | 1 | 4 | 4 | 0.3 | 4.3 | -4 | -2
O=C(NCC(=O)N1CCN(Cc2ccccc2)CC1)c1cc(Cl)cc([N+](=O)[O-])c1 | 2 | 92 | -3 | -1 | 1 | -2 | 0.2 | 1.6 | -5 | 3
CC1CN(CC(=O)Nc2ccc([N+](=O)[O-])cc2Br)CC(C)O1 (stereo not given) | -8 | 96 | -3 | -1 | 6 | 3 | 0.1 | -1.2 | 9 | 11
COC(=O)c1ccc(/C=C2\Oc3ccccc3NC2=O)cc1 | -4 | 95 | -4 | -2 | -2 | 2 | 0.1 | 0.0 | -19 | -16
COc1ccc([N+](=O)[O-])cc1NC(=O)CCN1CCN(c2ccccc2)CC1 | 2 | 105 | -6 | -1 | -6 | 13 | 0.0 | 0.8 | 1 | 4
Cc1c(N(CC(=O)O)S(=O)(=O)c2ccccc2)c(=O)n(-c2ccccc2)n1C | 3 | 93 | -7 | 2 | 11 | 4 | 0.1 | 1.8 | -9 | -1
Cc1cc(O)c(CN(C)C)c2c1C(=O)/C(=C/c1ccco1)O2 | -3 | 97 | -66 | -1 | 1 | -3 | -0.1 | 0.1 | -5 | -8
CCOC(=O)N1CCN(Cc2nc3cc(NC(=O)CC(C)C)ccc3n2C)CC1 | 3 | 103 | -22 | 0 | 10 | -1 | -0.1 | -0.4 | -7 | 26
O=C(CSc1nnc(CN2CCCC2)n1-c1ccccc1)c1ccc2c(c1)OCO2 | 2 | 103 | -5 | -3 | -8 | -9 | 0.1 | -1.2 | 6 | -1
Cc1cc(C)n(CCCNC(=O)C2CCC(=O)N(CCc3ccc(Cl)cc3)C2)n1 (stereo not given) | -8 | 94 | -5 | 1 | 3 | 9 | 0.2 | 0.1 | 4 | 3
CC1C(=O)N2CCCc3cc(S(=O)(=O)Nc4ccccc4C(N)=O)cc1c32 (stereo not given) | 5 | 98 | -7 | 1 | 0 | 2 | 0.4 | -0.2 | -8 | -4
Cn1c(=O)c2c(ncn2CC(=O)OCC(=O)Nc2sccc2C(N)=O)n(C)c1=O | -3 | 95 | -5 | 1 | -1 | -1 | -0.1 | -0.1 | -2 | -2
Cc1c(Cc2ccccc2)c(=O)oc2cc(O)cc(O)c12 | -4 | 98 | -4 | 0 | -7 | 1 | 0.0 | -0.4 | -1 | -2
CC(=O)c1cccc(NC(=O)C(C)OC(=O)CNC(=O)c2ccc(C)s2)c1 (stereo not given) | -3 | 99 | 2 | 0 | 0 | -4 | -0.1 | -1.6 | 6 | 0
O=C(CN1C(=O)COc2ccccc21)NCC1CCCO1 (stereo not given) | 5 | 100 | -3 | 0 | -8 | 1 | 0.0 | 1.5 | 25 | 7
CCN1C(=N)N(c2ccccc2)C(=O)C(CC)(CC)C1=O | 5 | 97 | -8 | 2 | 1 | -1 | 0.2 | 1.0 | -5 | -1
COc1cccc(/C=N/NC(=O)c2ccc(=O)n(C)c2)c1OC | -4 | 103 | -5 | 3 | 14 | -4 | -0.1 | 0.0 | 3 | -3
CN1CCC(N(C)CC(=O)Nc2ccc3c(c2)OC(F)(F)O3)CC1 | 6 | 103 | -5 | 1 | -1 | -5 | 0.5 | -0.1 | -3 | 6
Cc1cccc(OCc2nnc(SC(C)C(=O)Nc3ccc(N4CCOCC4)cc3)o2)c1 (stereo not given) | -1 | 101 | -7 | -1 | -2 | 4 | -0.2 | 1.5 | 2 | 0
C#CCOCCOCCOCCNc1nc(N2CCOCC2)nc(N2CCN(C(=O)[C@H]([C@@H](C)CC)n3cc([C@@H](N)CC(C)C)nn3)CC2)n1 | 8 | 98 | -11 | -3 | 2 | 3 | -0.2 | -3.0 | -3 | -10
CCCCCCCOc1ccc(C2(C)NC(=O)NC2=O)cc1 (stereo not given) | -10 | 101 | -7 | -2 | -3 | 5 | 0.1 | -0.4 | -6 | 4
N/C(=N\NC(=O)c1cccc(F)c1)c1cc2ccccc2oc1=O | 14 | 106 | -4 | 1 | -3 | 1 | 0.0 | 0.4 | -7 | -4
O=C(N/N=C/c1ccc(COc2ccc(Br)cc2)o1)c1ccc2c(c1)OCO2 | 0 | 96 | -2 | -3 | -4 | -4 | 0.0 | -0.3 | -8 | 4
O=C(Sc1nnc(-c2ccccc2)o1)N1c2ccccc2Sc2ccccc21 | -9 | 94 | -2 | -3 | 0 | 2 | -0.3 | -1.2 | 0 | 4
COC(=O)c1c(NC(=O)CSc2ncnc3ccccc23)sc(C)c1C | -4 | 92 | -2 | 1 | 3 | -3 | 0.2 | 0.1 | -5 | -11
Other compounds follow:
SMILES | H9c2 protect | ABCB6 inh 2 | CaV13 FRET inh | N-glyco inh | PDI turbidity | HTR2A ag | aDG glyco act | iPSC survival up | Vif inh | Exocytosis inh
O=S(=O)(NCc1ccc2c(c1)OCO2)c1ccc2oc3ccccc3c2c1 | -15 | 110 | -8 | 2 | 6 | 3 | 0.0 | -1.9 | -7 | 0
COc1ccc(NC(=O)C2CCCN(c3ncccn3)C2)cc1 (stereo not given) | -1 | 99 | -2 | -2 | 0 | 4 | -0.1 | -0.7 | 5 | -10
CCOc1ccc(CN(C)C(=O)CNC(=O)C2CCCCC2)cc1OC | 4 | 101 | -3 | 1 | -10 | -3 | -0.1 | -0.3 | 0 | -7
CCOC(=O)c1cnc2c(C(=O)OC)cccc2c1NCc1ccco1 | 3 | 104 | -4 | 2 | 4 | 0 | 1.7 | -0.8 | 1 | -1
C/C(=N\Nc1ccccc1)c1c(O)cc(C)oc1=O | 12 | 102 | -6 | 3 | 1 | -2 | 0.1 | 0.1 | 0 | 1
CS(=O)(=O)N(CC(=O)N/N=C/c1cc([N+](=O)[O-])ccc1Cl)c1ccccc1 | 3 | 105 | . | -4 | -2 | -4 | 0.0 | -1.4 | -5 | -3
CN(C)CCN(C(=O)CCS(=O)(=O)c1ccccc1)c1nc2cc3c(cc2s1)OCO3 | -6 | 101 | . | 0 | -1 | -5 | 0.0 | 1.4 | 5 | -1
C1=C(CCNc2ncnc3nc[nH]c23)CCCC1 | -19 | 97 | -6 | -6 | -2 | -7 | 0.4 | -0.5 | 0 | 0
